# TcdB inh = inhibitors of Clostridioides difficile toxin B glycohydrolase | P18177 | TcdB glycohydrolase enzymatic assay, plate reader | inhibition, % at 9.99 µM | 0.24% of 350,000 active; in the data active = inhibition above about 10%
# Numbers without * were called inactive. This is a subset (hit frequency here may not be typical).
SMILES,TcdB inh
CC(=O)N(C)C[C@H]1Oc2cc(C#Cc3ccccn3)ccc2S(=O)(=O)N([C@H](C)CO)C[C@@H]1C,-0.3
O=S(=O)(c1cccc(F)c1)N1CC[C@@H]2[C@H]1c1cc(C#Cc3ccccc3F)ccc1N[C@@H]2CO,-1.5
O=C(C[C@H]1CC[C@H]2[C@@H](COC[C@H](O)CN2Cc2ccc3c(c2)OCO3)O1)Nc1ccccc1,-0.4
C[C@H](CO)N1C[C@H](C)[C@H](CN(C)Cc2ccc(C(=O)Nc3ccccc3N)cc2)Oc2ccc(NC(=O)CCC(F)(F)F)cc2CC1=O,-0.1
CS(=O)(=O)N1[C@H](C#N)[C@H](c2ccccc2)[C@H]1CO,0.1
CCN(C[C@H]1N[C@H](CO)[C@@H]1c1ccccc1)C(=O)c1ccncc1,1.3
COc1ccc(NC(=O)N(C)C[C@@H]2OCCCC[C@@H](C)Oc3ccc(NC(=O)C4CCCCC4)cc3C(=O)N([C@H](C)CO)C[C@@H]2C)cc1,-0.7
CO[C@@H]1CN(C)C(=O)c2ccc(NC(=O)c3ccccc3F)cc2OC[C@@H](C)N(C(=O)c2ccccc2F)C[C@H]1C,-0.7
C/C=C/c1ccc([C@@H]2[C@@H](CO)N3CCCCN(S(=O)(=O)c4ccc(F)cc4)C[C@H]23)cc1,-1.6
C[C@H](CO)N1C[C@H](C)[C@@H](CN(C)Cc2ccc(Oc3ccccc3)cc2)Oc2ccc(NC(=O)Nc3cccc4ccccc34)cc2CC1=O,-1.7
COc1cccc(C(=O)Nc2ccc3c(c2)C(=O)N(C)C[C@@H](OC)[C@H](C)CN(C(=O)C2CCCC2)[C@H](C)CO3)c1,0.3
C[C@H]1CN([C@@H](C)CO)C(=O)c2cccc(NS(=O)(=O)c3ccccc3)c2O[C@@H]1CN(C)S(=O)(=O)c1ccccc1,0.2
C[C@@H]1CCCCO[C@@H](CN(C)Cc2ccc(C(=O)Nc3ccccc3N)cc2)[C@@H](C)CN([C@H](C)CO)C(=O)c2cc(NC(=O)c3ccncc3)ccc2O1,-0.4
O=C(Nc1ccc2c(c1)[C@H]1C[C@H](CC(=O)N3CCCCC3)O[C@@H](CO)[C@H]1O2)Nc1ccccc1F,0.8
C[C@H]1CN([C@@H](C)CO)C(=O)Cc2cc(NC(=O)Nc3cccc4ccccc34)ccc2O[C@H]1CN(C)Cc1ccc(C(F)(F)F)cc1,0.5
COc1ccc(NC(=O)Nc2ccc3c(c2)C(=O)N([C@H](C)CO)C[C@@H](C)[C@@H](CN(C)Cc2ccccc2)O3)cc1,-0.9
C/C=C/c1cnc2c(c1)C(=O)N([C@@H](C)CO)C[C@H](C)[C@@H](CN(C)C(=O)Nc1ccc(OC)cc1)O2,1.1
CNC(=O)C[C@@H]1CC[C@@H]2[C@H](COC[C@H](O)CN2S(=O)(=O)c2ccc(Oc3ccccc3)cc2)O1,-0.3
CO[C@H]1CN(C)C(=O)c2ccc(NC(=O)c3ccc4c(c3)OCO4)cc2OC[C@@H](C)N(CC2CC2)C[C@H]1C,-0.8
Cc1ccc(S(=O)(=O)N(C)C[C@H]2Oc3ccc(NS(=O)(=O)c4ccc(Cl)cc4)cc3C(=O)N([C@@H](C)CO)C[C@H]2C)cc1,0.1
CCOC(=O)[C@]12CCCC=C1N(CCC1=CCCCC1)C(=O)[C@H](CC(=O)NCCCCc1ccccc1)C2,2.3
CC(C)NC(=O)Nc1ccc2c(c1)C(=O)N([C@H](C)CO)C[C@H](C)[C@H](CN(C)C(=O)c1ccncc1)OCCCC[C@@H](C)O2,-0.6
C[C@@H]1CCCCO[C@@H](CN(C)Cc2ccc(C(=O)Nc3ccccc3N)cc2)[C@@H](C)CN([C@H](C)CO)C(=O)c2cc(NS(=O)(=O)c3ccc(Cl)cc3)ccc2O1,-0.8
C[C@@H]1CCCCO[C@H](CN(C)C(=O)Nc2ccc(F)cc2)[C@@H](C)CN([C@@H](C)CO)C(=O)c2cc(NC(=O)CCCN(C)C)ccc2O1,1.0
C[C@H]1CN([C@@H](C)CO)C(=O)c2cc(-c3cccnc3)cnc2O[C@H]1CN(C)C(=O)NC1CCCC1,-3.4
CCNC(=O)C[C@H]1CC[C@@H]2[C@H](COC[C@@H](O)CN2C(=O)Nc2ccc(C(F)(F)F)cc2)O1,0.3
COC(=O)[C@@]12C[C@@H](CC(=O)N3CCN(C(=O)c4ccco4)CC3)C(=O)N(Cc3ccco3)C1=CCC(C)(C)C2,1.5
C[C@@H]1CCCCO[C@H](CN(C)S(=O)(=O)c2ccc(F)cc2)[C@H](C)CN([C@@H](C)CO)C(=O)c2cc(NS(=O)(=O)c3ccccc3)ccc2O1,-5.0
C[C@@H]1CCCCO[C@H](CN(C)Cc2ccc3c(c2)OCO3)[C@@H](C)CN([C@@H](C)CO)C(=O)c2cc(NC(=O)NC3CCCCC3)ccc2O1,0.9
C[C@H]1CN([C@@H](C)CO)C(=O)c2cc(-c3ccncc3)cnc2O[C@H]1CN(C)C(=O)CN1CCOCC1,-0.5
CO[C@@H]1CN(C)C(=O)c2cc(NC(=O)C3CCCCC3)ccc2OC[C@H](C)N(Cc2nccs2)C[C@@H]1C,-1.2
Cc1noc(C)c1S(=O)(=O)Nc1ccc2c(c1)C(=O)N([C@@H](C)CO)C[C@@H](C)[C@@H](CN(C)C(=O)Nc1ccc(C(F)(F)F)cc1)OCCCC[C@@H](C)O2,-3.3
C[C@@H]1CN([C@@H](C)CO)C(=O)c2cc(-c3cccnc3)cnc2O[C@@H]1CN(C)Cc1ccc(Oc2ccccc2)cc1,0.1
COc1cccc(NC(=O)N2CC(=O)N3[C@H](CO)[C@H](c4ccc(Br)cc4)[C@@H]3C2)c1,0.4
CO[C@H](CN(C)S(=O)(=O)c1cccc(Cl)c1)[C@@H](C)CN([C@H](C)CO)S(=O)(=O)c1ccc(Cl)cc1,0.0
C[C@@H]1CN([C@H](C)CO)C(=O)c2c(c3ccccc3n2C)-c2ccccc2CO[C@@H]1CN(C)C,8.3
COC(=O)[C@]12C[C@H](CC(=O)N3CCN(C(=O)C4CC4)CC3)C(=O)N(CCC3=CCCCC3)C1=C[C@H](COCc1ccccc1)O[C@@H]2C,0.7
Cc1cc(N2CCN(C(=O)OC(C)(C)C)C[C@H]2C)ccc1N1CCS(=O)(=O)CC1,0.7
COc1ccc(N2CCN(C(=O)C(=O)c3ccc(F)cc3)CC2)cc1,0.2
CC(=O)N1CC2(C1)[C@@H](c1ccc(-c3cccc(F)c3)cc1)[C@@H](CO)N2CC1CCCC1,1.2
CCCN1[C@H](CO)[C@H](c2ccc(C#CC(C)C)cc2)[C@@H]1CN(C)S(C)(=O)=O,-1.0
C[C@H](CO)N1C[C@H](C)[C@@H](CN(C)S(=O)(=O)c2cn(C)cn2)Oc2ccc(NC(=O)CCN3CCOCC3)cc2CC1=O,-4.2
O=C(NCc1ccccc1)[C@@]1(Cc2ccccc2)COC(c2ccc(OCCCO)cc2)=N1,-1.4
O=C(C1CC1)N1C[C@@H]2[C@H](c3ccccc31)[C@@H](CO)N2C(=O)c1ccccc1,0.8
CCS(=O)(=O)NCC[C@H]1CC[C@H](NC(=O)C2CCCC2)[C@@H](CO)O1,-2.6
CC(C)[C@H](C)NC(=O)N(C)C[C@@H]1OCc2ccccc2-c2ccccc2C(=O)N([C@H](C)CO)C[C@H]1C,0.2
CCCN(C)C[C@H]1Oc2ncc(C#Cc3ccccc3OC)cc2C(=O)N([C@H](C)CO)C[C@H]1C,-0.8
CC=Cc1ccc2n(c1=O)C[C@@H]1[C@@H](CO)[C@H](C(=O)NCC3CCCCC3)N(C(C)=O)[C@H]21 (mixture of isomers),1.1
COc1ccc2c3c(n(C)c2c1)[C@@H](CO)N(Cc1ccncc1)CC31CN(C(=O)C2CCC2)C1,-0.1
CC(=O)N1[C@@H]2c3ccc(-c4cccnc4)c(=O)n3C[C@@H]2[C@@H](CO)[C@@H]1C(=O)NCc1ccccc1Cl,0.5
CN1C(=O)c2cc(NC(=O)C3CCCC3)ccc2OC[C@H]2O[C@H](CC(=O)NCCc3ccncc3)CC[C@H]21,0.8
C[C@H](CO)N1C[C@H](C)[C@@H](CN(C)C(=O)CCCN(C)C)OCCCC[C@H](C)Oc2ccc(NC(=O)NC3CCCCC3)cc2C1=O,-2.7
COCC(=O)N1C[C@@H]2[C@H](c3ccccc31)[C@@H](CO)N2Cc1cc(F)ccc1F,-0.3
COc1ccc(NC(=O)C(c2ccnc3ccccc23)n2c(=O)c(-c3ccco3)nc3ccccc32)cc1 (configuration not stated),1.6
CC(C)NC(=O)Nc1ccc2c(c1)CC(=O)N([C@@H](C)CO)C[C@H](C)[C@@H](CN(C)C(=O)Nc1ccc3c(c1)OCO3)O2,0.1
COc1ccc(OC(=O)N(C)C[C@@H]2OCc3ccccc3-c3ccccc3C(=O)N([C@@H](C)CO)C[C@H]2C)cc1,0.0
C[C@H](CO)N1C[C@H](C)[C@H](CN(C)Cc2ccc(C(=O)O)cc2)Oc2c(NC(=O)Nc3ccc4c(c3)OCO4)cccc2C1=O,-2.9
CC(C)NC(=O)N(C)C[C@@H]1Oc2c(NC(=O)NC3CCCCC3)cccc2C(=O)N([C@H](C)CO)C[C@H]1C,1.5
CCC(=O)N1CC[C@@H]2[C@H]1c1cc(C#Cc3cccc(F)c3)ccc1N(C)[C@H]2CO,-0.7
C[C@@H]1CN([C@H](C)CO)C(=O)c2cc(NS(=O)(=O)c3ccc(Cl)cc3)ccc2O[C@H]1CN(C)Cc1ccc(-c2ccccc2)cc1,0.6

# Retrieved by compound from above, six records:
SMILES,TcdB inh
COc1ccc(N2CCN(C(=O)C(=O)c3ccc(F)cc3)CC2)cc1,0.2
COc1cccc(C(=O)Nc2ccc3c(c2)C(=O)N(C)C[C@@H](OC)[C@H](C)CN(C(=O)C2CCCC2)[C@H](C)CO3)c1,0.3
C[C@@H]1CN([C@H](C)CO)C(=O)c2cc(NS(=O)(=O)c3ccc(Cl)cc3)ccc2O[C@H]1CN(C)Cc1ccc(-c2ccccc2)cc1,0.6
C[C@H](CO)N1C[C@H](C)[C@@H](CN(C)Cc2ccc(Oc3ccccc3)cc2)Oc2ccc(NC(=O)Nc3cccc4ccccc34)cc2CC1=O,-1.7
C/C=C/c1ccc([C@@H]2[C@@H](CO)N3CCCCN(S(=O)(=O)c4ccc(F)cc4)C[C@H]23)cc1,-1.6
CCCN(C)C[C@H]1Oc2ncc(C#Cc3ccccc3OC)cc2C(=O)N([C@H](C)CO)C[C@H]1C,-0.8

# The main list resumes, repeating the three entries before the break.
SMILES,TcdB inh
CC(C)NC(=O)N(C)C[C@@H]1Oc2c(NC(=O)NC3CCCCC3)cccc2C(=O)N([C@H](C)CO)C[C@H]1C,1.5
CCC(=O)N1CC[C@@H]2[C@H]1c1cc(C#Cc3cccc(F)c3)ccc1N(C)[C@H]2CO,-0.7
C[C@@H]1CN([C@H](C)CO)C(=O)c2cc(NS(=O)(=O)c3ccc(Cl)cc3)ccc2O[C@H]1CN(C)Cc1ccc(-c2ccccc2)cc1,0.6
C[C@H]1CN([C@@H](C)CO)C(=O)c2cc(C#Cc3ccccc3)cnc2O[C@@H]1CN(C)S(=O)(=O)c1ccccc1F,-21.4
CN1[C@H](C(=O)NCc2ccccc2F)[C@@H](CO)[C@@H]2Cn3c(ccc(C4=CCCC4)c3=O)[C@@H]21,0.0
O=C(Nc1cc(F)ccc1F)N1CCCCN2[C@H](CO)[C@H](c3ccc(-c4ccncc4)cc3)[C@@H]2C1,-0.6
CC(C)CC#Cc1cnc2c(c1)C(=O)N([C@@H](C)CO)C[C@@H](C)[C@H](CN(C)C(=O)c1ccc(F)cc1)O2,0.2
O=C(O)C[C@@H]1C=C[C@H](NC(=O)CCN2CCCCC2)[C@@H](CO)O1,0.5
CN1CCN(C(=O)C[C@H]2CC[C@@H]3[C@H](COC[C@H](O)CN3C(=O)c3ccc(F)cc3)O2)CC1,1.3
C[C@H](CO)N1C[C@H](C)[C@H](CN(C)S(=O)(=O)c2ccccc2)Oc2ncc(-c3cc4ccccc4o3)cc2C1=O,0.5
CCCNC(=O)N(C)C[C@H]1Oc2ncc(C#CC3(O)CCCC3)cc2C(=O)N([C@H](C)CO)C[C@H]1C,0.2
COCC(=O)N1CCCCN2[C@@H](CO)[C@H](c3ccc(C#Cc4ccccc4)cc3)[C@@H]2C1,0.6
CN1C(=O)c2cc(NC(=O)Nc3cccc(Cl)c3)ccc2OC[C@H]2O[C@@H](CC(=O)O)CC[C@@H]21,0.8
CO[C@H]1CN(C)C(=O)c2cc(NS(=O)(=O)c3cccc(C)c3)ccc2OC[C@@H](C)NC[C@H]1C,-0.3
COc1ccc(S(=O)(=O)Nc2ccc3c(c2)CC(=O)N([C@H](C)CO)C[C@H](C)[C@@H](CN(C)C(=O)Nc2ccc4c(c2)OCO4)O3)cc1,0.6
CO[C@@H]1CN(C)C(=O)c2ccc(NC(=O)C3CCCC3)cc2OC[C@H](C)N(C)C[C@H]1C,0.1
C[C@@H]1CN([C@H](C)CO)C(=O)c2cc(NC(=O)CCCCCC(=O)Nc3ccccc3N)ccc2O[C@H]1CN(C)C(=O)Nc1ccc(C(F)(F)F)cc1,0.2
C[C@H](CO)N1C[C@H](C)[C@H](CN(C)S(=O)(=O)c2cn(C)cn2)Oc2ccc(NC(=O)C3CC3)cc2C1=O,0.2
C[C@@H]1CN([C@H](C)CO)C(=O)Cc2cc(N(C)C)ccc2O[C@@H]1CN(C)C(=O)Nc1ccccc1,-5.5
CC(C)C#Cc1ccc([C@@H]2[C@H](CO)N3CCCCN(C(=O)NC(C)C)C[C@@H]23)cc1,0.7
C[C@@H]1CN([C@H](C)CO)C(=O)c2ccccc2-c2ccccc2CO[C@@H]1CN(C)C(=O)CCN(C)C,1.1
CCCNC(=O)N1C[C@H]2[C@@H](c3ccccc31)[C@@H](CO)N2C(=O)Nc1ccc(F)cc1,-0.8
C[C@H](CO)N1C[C@H](C)[C@@H](CN(C)CC2CC2)Oc2cc(-c3cncnc3)ccc2S1(=O)=O,1.4

# Screening data as filed in PubChem.
